DAGLB inh: blocks human DAGLB lipase activity; Q8NCG7; HEK293T DAGLB membrane lysate, EnzChek fluorogenic substrate; inhibition, % at 5.17 µM; hit rate 0.059% among 340,000; AID 504411; in the data active = inhibition above about 34%;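 note: 0% = enzyme with vehicle and 100% = wells lacking enzyme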
Target sequence (Q8NCG7 whole entry, looked up): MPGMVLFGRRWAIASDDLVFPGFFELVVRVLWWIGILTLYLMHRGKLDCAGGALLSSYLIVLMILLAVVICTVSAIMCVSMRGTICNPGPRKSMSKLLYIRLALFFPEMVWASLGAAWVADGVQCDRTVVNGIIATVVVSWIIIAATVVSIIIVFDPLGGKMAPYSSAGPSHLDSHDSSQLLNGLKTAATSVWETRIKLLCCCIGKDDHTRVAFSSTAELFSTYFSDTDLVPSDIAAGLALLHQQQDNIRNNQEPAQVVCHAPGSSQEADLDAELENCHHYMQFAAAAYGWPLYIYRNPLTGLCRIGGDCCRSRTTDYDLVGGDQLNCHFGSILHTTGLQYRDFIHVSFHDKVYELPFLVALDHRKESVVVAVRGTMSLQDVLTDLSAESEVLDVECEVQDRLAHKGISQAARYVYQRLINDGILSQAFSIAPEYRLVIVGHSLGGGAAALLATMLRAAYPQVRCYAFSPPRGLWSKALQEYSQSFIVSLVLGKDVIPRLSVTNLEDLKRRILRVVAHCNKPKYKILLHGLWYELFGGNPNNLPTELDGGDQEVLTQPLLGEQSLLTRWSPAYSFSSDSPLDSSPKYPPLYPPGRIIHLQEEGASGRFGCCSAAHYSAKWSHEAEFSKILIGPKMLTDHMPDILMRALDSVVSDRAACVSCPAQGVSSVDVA
C-LANA FP: blocks KSHV LANA C-terminal domain binding to DNA. hit rate 0.078% among 340,000. MBP-C-LANA/FAM-LBS DNA binding, fluorescence polarization. inhibition, % at 9 µM;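 active = highest replicate inhibition at or above 60% at 9 µM, even if other replicates fall short; inactive = all replicates below 60% inhibition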;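 note: 0% = neutral control wells and 100% = 4 µM acridine orange control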
PKA-R2B act: activators of human PKA-R2B complex | PKA-R2B holoenzyme dissociation, Cy5-IP20 fluorescence polarization; R2B truncated from residue 108, S112A mutant; 0% DMSO only, 100% 113 µM cGMP | activation, % at 11.4 µM | hit rate 0.079% among 340,000;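 active = activation above a cutoff set at the mean over all compounds plus 3 SD, cut at about 18% in these data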;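 note: higher means more holoenzyme dissociation and a rise in polarization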
CAL PDZ FP-1: human CAL PDZ-peptide interaction inhibition; Q9HD26; AID 504414; inhibition, % at 20 µM; purified CAL PDZ, TMR-peptide fluorescence polarization, 1 h; hit rate 0.02% among 330,000;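 active = highest replicate inhibition of at least 40%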;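 note: plate controls were DMSO neutral control wells for no effect and unlabeled competitor peptide control wells for full effect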
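Test system: purified CerCALP PDZ construct; Compound dosing: one concentration, 20 µM compound; Also added: TMR-labelled reporter peptide T*-PRC34 bound in PDZ groove; Read-out: inhibition from polarization loss; Controls: unlabelled peptide and DMSO controls; Signal: FP readout, S and P plane fluorescence; Incubation: 1 h at RT.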
Keap1-Nrf2 PPI: Keap1-Nrf2 (human) interaction inhibition | Keap1 Kelch-Nrf2 peptide fluorescence polarization, 1536-well | inhibition, % at 9.4 µM | hit rate 0.15% among 340,000 | AID 504523; in the data active = inhibition above about 12%;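 note: human Keap1 Kelch domain with fluorescein labeled Nrf2 9mer peptide probe; 0% = neutral control wells and 100% = peptide positive control; higher means more block of Keap1 binding to Nrf2 peptide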
SR-BI uptake up: SR-BI HDL lipid transfer activation; CHO ldlA[mSR-BI] cells, DiI-HDL uptake fluorescence, 3 h; 100 = double the neutral-control signal; activation, % at 12.5 µM; hit rate 0.096% among 320,000; AID 504775;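 active = mean replicate activation of at least 60% and every replicate at or above 60%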;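 note: 0% = median plate neutral-control signal and 100% = twice that signal; values of inactives mirror those of a sister screen read the other way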
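Assay system: CHO ldlA[mSR-BI] cells, LDL receptor-null, SR-BI overexpressing; medium: Ham's F12 with 0.5% BSA, HEPES 25 mM, pH 7.4; also added: DiI-HDL 10 µg/mL; timing: 3 h uptake period with compound, 37 °C; signal: DiI fluorescence, bottom read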
Rtt109 HAT inh: inhibitors of Candida albicans Rtt109/Vps75 histone acetyltransferase; Q5AAJ8; purified Rtt109/Vps75, ThioGlo CoA-SH fluorescence, 4 h; inhibition, % at 34.9 µM; hit rate 0.16% among 330,000; AID 540336;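 active = inhibition of at least 50% in every replicate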
cardiac RTF act: increases calcium sensitivity of human cardiac regulated thin filaments; P19429+P45379; IANBD-labeled TnC RTF fluorescence at EC20 calcium; 0% EC20 calcium, 100% full calcium; activation, % at 7.2 µM; hit rate 0.24% among 340,000; AID 493008;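 active = activation above the mean over all tested compounds plus 3 SD, cut at about 30% in these data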;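 note: rise in fluorescence read as greater calcium sensitivity of cardiac thin filaments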
RTF Ca sens inh: cardiac RTF calcium desensitization; inhibition, % at 7.15 µM; IANBD-labeled cardiac RTF, Ca2+ fluorescence; AID 493244; P19429+P45379; hit rate 0.12% among 340,000;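 active = inhibition above the mean inhibition of all tested compounds plus 3 SD, cut at about 17% in these data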;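 note: assay run at fixed EC70 calcium of 1.6 mM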
CAL PDZ FP-2: blocks peptide binding to the human CAL PDZ domain; hit rate 0.92% among 300,000; AID 602252; inhibition, % at 24.9 µM; purified CAL PDZ, TMR-peptide fluorescence polarization, 1 h;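 active = mean inhibition of at least 30% with at least half of replicates also reaching 30%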;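 note: 0% = DMSO neutral control and 100% = excess unlabeled competitor peptide PRC23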
The depositor's hits bear a star; nt = not tested or not shown.

SMILES	DAGLB inh	C-LANA FP	PKA-R2B act	CAL PDZ FP-1	Keap1-Nrf2 PPI	SR-BI uptake up	Rtt109 HAT inh	cardiac RTF act	RTF Ca sens inh	CAL PDZ FP-2
COc1ccc(CN(C)C2CCCCC2)c(C)c1C	-1.6	0.4	-6.7	-2.3	-2.0	37.2	-4.7	-2.4	2.2	-0.8
COC(=O)c1ccc(CO/N=C2\CCCc3nonc32)cc1	-4.1	6.2	-4.5	-0.2	-1.6	-14.0	8.8	-4.2	-4.1	-3.4
CCC(C(=O)NCCCc1ccccc1)c1ccccc1 (stereo unspecified)	-2.2	-1.7	-2.7	-1.6	-0.3	4.5	-10.6	5.0	-35.9	-3.6
COc1ccc(CCn2c(N)c(C(=O)NCc3ccco3)c3nc4ccccc4nc32)cc1	1.9	-0.3	-3.0	0.2	-2.3	1.3	7.5	2.8	-7.1	4.3
O=C(O)C1C2C=CC(C2)C1C(=O)OC1CC2CCC1C2 (stereo unspecified)	-1.9	0.3	-10.3	-2.4	-6.6	16.8	nt	4.7	-2.3	-0.2
O=C(Cc1cccc2ccccc12)Nc1ccc2c(c1)C(=O)NC2=O	-2.6	-0.5	1.2	-3.1	-3.6	-1.6	-1.9	-5.4	-5.7	-1.4
Cc1noc(/C=C/N(C)C)c1S(=O)(=O)N1CCCC(C(=O)N2CCCCC2)C1 (stereo unspecified)	1.4	-0.7	-1.3	-0.7	-14.9	13.5	0.6	3.6	-6.0	nt
S=c1nc[nH]c2c1ncn2C1CCCO1 (stereo unspecified)	2.0	0.4	-15.1	-0.1	-2.1	-6.6	2.7	-0.8	-2.1	3.0
CCC(C(=O)OCC(=O)c1c(N)n(CC(C)C)c(=O)n(C)c1=O)c1ccccc1 (stereo unspecified)	-4.6	1.3	-5.4	-2.2	-2.4	-10.9	4.7	-8.8	1.5	-4.1
CCc1noc(C)c1C(=O)Nc1nc2c(C)cc(C)cc2s1	-4.4	-0.1	-4.8	-2.5	8.8	-11.9	26.3	-12.7	3.8	2.2
Cn1c(=O)c2ncn(CC(=O)NCCOCc3ccccc3Cl)c2n(C)c1=O	-1.1	-0.5	-0.2	-0.3	-1.4	2.2	-10.2	-2.0	0.0	-2.7
O=C(/C=C/c1ccccc1)NCCSCc1ccccc1	-6.1	3.9	-5.2	-3.1	-0.9	30.8	3.5	0.2	-14.4	0.4
COc1cc(OC)nc(NC(=O)COC(=O)C2CCCCC2)n1	-0.2	0.4	-10.3	-1.6	-2.8	27.1	nt	2.5	-11.6	-1.9
COc1cccc(N2CCN(C(=O)C3CCC(=O)N(C4CCCCCC4)C3)CC2)c1 (stereo unspecified)	-1.9	-2.0	-20.3	-1.9	-0.8	3.6	48.5	3.3	-4.2	-3.0
COc1ccc(C(c2nnnn2CC2CCCO2)N2CCN(c3cccc(C)c3C)CC2)cc1 (stereo unspecified)	-3.8	-3.2	5.6	-1.1	-5.5	-32.4	-6.7	1.6	-3.1	-2.9

Ordered by value in C-LANA FP (lowest first): 3 of the compounds above
mol	C-LANA FP
O=C(Cc1cccc2ccccc12)Nc1ccc2c(c1)C(=O)NC2=O	-0.5
COc1ccc(CN(C)C2CCCCC2)c(C)c1C	0.4
COC(=O)c1ccc(CO/N=C2\CCCc3nonc32)cc1	6.2

Following part
SMILES	DAGLB inh	C-LANA FP	PKA-R2B act	CAL PDZ FP-1	Keap1-Nrf2 PPI	SR-BI uptake up	Rtt109 HAT inh	cardiac RTF act	RTF Ca sens inh	CAL PDZ FP-2
CC(C)Oc1cccc(C(=O)O)c1	0.4	0.6	8.2	0.2	-2.5	38.8	1.4	0.0	-3.2	nt
COC(=O)c1c(C)oc2ccc(N(C(C)=O)S(=O)(=O)c3ccccc3)cc12	-1.3	nt	0.7	-3.6	-2.6	-12.6	26.8	-0.9	1.9	-2.1
COc1cc(OC)c(NC(=S)Nc2cccc(C(C)=O)c2)cc1Cl	5.9	-1.8	-7.6	-0.5	-3.3	-86.9	7.8	-1.7	-2.7	-3.2
Cc1cc(C(=O)Nc2ccccc2C(F)(F)F)no1	-3.0	-1.0	-6.3	-3.1	-1.9	1.0	-2.6	-2.0	0.6	nt
COc1ccc2[nH]c3c(N4CCC(O)(c5cccc(C(F)(F)F)c5)CC4)ncnc3c2c1	0.2	-0.3	-10.5	nt	-1.9	-14.4	15.7	2.7	-3.0	-3.8
CCOc1ccc2[nH]c(C)c(CN3CCOCC3)c(=O)c2c1	0.7	0.5	0.1	-2.1	-6.2	6.6	2.2	8.1	0.7	-0.1
CCc1ccccc1NC(=O)CN(C)C(=O)COC(=O)c1ccco1	1.2	0.1	1.0	-0.2	-3.7	8.0	4.5	-3.4	-6.8	8.6
COCCCNC(=O)c1ccc2c(=O)n(Cc3ccccc3OC)c(=S)[nH]c2c1	-0.6	-0.6	6.6	-1.8	-1.9	-0.2	0.8	5.3	-10.3	-2.9
Cc1ncc(CO)c(CNc2ccc(-c3nc4ccccc4[nH]3)cc2)c1O	0.2	8.1	-4.5	0.4	-4.4	-6.5	-3.8	-4.9	2.5	-3.5
CC(=C/c1ccccc1)/C=N/N1CCN(Cc2ccc(C)cc2)CC1	-7.6	-1.0	-0.9	1.9	1.0	18.2	0.2	0.1	2.0	-5.2
CCCCC(=O)Nc1nnc(C2=COCCO2)o1	-0.7	0.4	-6.2	0.1	0.2	7.5	-1.4	2.4	-0.6	-4.6
Cn1ccnc1Sc1ccccc1[N+](=O)[O-]	-2.4	-0.4	11.7	0.6	-3.3	19.4	-2.1	1.2	-14.0	-9.1
CCC/C(=N\NC(=O)c1csc(C)c1C)c1cccs1	0.5	-1.0	8.2	-1.5	-0.5	-12.2	-3.9	-0.3	2.0	-1.4
COc1ccc([N+](=O)[O-])cc1NC(=O)c1ccc(Br)s1	-0.5	0.9	3.0	-0.4	2.4	-64.0	-7.4	-1.4	-4.1	3.3
COc1cc(OC)cc(C(=O)NCC(=O)N2CCCCC2)c1	-1.8	-1.6	-5.5	-0.8	-0.1	-1.1	-9.7	-1.2	0.7	-1.2
CC(=O)Oc1c(Cl)c(N2CCOCC2)c(OC(C)=O)c2ccccc12	0.4	0.8	-4.6	-1.8	-2.5	7.3	5.7	-1.4	-2.0	-1.6
CCC(C(=O)NN1C(=O)c2ccccc2C1=O)c1ccccc1 (stereo unspecified)	-1.7	2.9	5.1	45.4*	1.4	-10.7	4.7	-2.9	-2.2	-5.9
C[C@H](CO)N1C[C@H](C)[C@@H](CN(C)Cc2ccccc2)Oc2ccc(NC(=O)CCCCCC(=O)Nc3ccccc3N)cc2C1=O	-1.6	0.9	-5.4	-0.3	-4.4	-6.8	-15.9	-2.8	-9.2	-2.6
O=c1[nH]c2ccccc2nc1/C=C/c1ccc(Cl)cc1	-0.7	4.2	-11.1	-0.2	-3.2	-1.8	1.6	-1.9	-2.6	-1.9
COc1ccc2nc(NC(=O)CSc3n[nH]c(N)n3)sc2c1	4.8	0.1	2.3	-4.0	4.5	-9.6	2.3	0.2	-0.8	-4.8
NS(=O)(=O)c1ccc(C(=O)Nc2ccc(-c3nc4cccnc4s3)cc2)cc1	2.9	-0.4	3.7	-1.8	-4.8	-8.6	-5.5	3.2	-8.3	-3.1
O=C(CC1SC(N2CCOCC2)=NC1=O)Nc1cc([N+](=O)[O-])ccc1Cl (stereo unspecified)	-1.8	-1.2	-4.5	0.3	-4.6	0.2	1.1	-2.4	-7.1	-0.9
O=C(Cc1c(F)c(F)c(F)c(F)c1F)Nc1nc(-c2ccccc2)cs1	-7.4	0.7	-12.2	-1.0	0.4	-19.4	1.0	-4.8	2.2	-4.0
O=C(Cc1ccccc1F)Nc1ccc2c(c1)CCC2	-1.9	-2.3	-1.9	-1.8	-0.4	nt	-6.2	0.0	-0.3	nt
CCN(CC)C(=O)CSc1nc2[nH]ncc2c(=O)[nH]1	1.1	-0.4	-4.7	-0.9	-1.2	19.0	4.2	-1.5	-0.1	-2.0

Compound profiles, as listed above:
`O=C(CC1SC(N2CCOCC2)=NC1=O)Nc1cc([N+](=O)[O-])ccc1Cl` (stereo unspecified) as listed: DAGLB inh = -1.8; C-LANA FP = -1.2; PKA-R2B act = -4.5; CAL PDZ FP-1 = 0.3; Keap1-Nrf2 PPI = -4.6; SR-BI uptake up = 0.2; Rtt109 HAT inh = 1.1; cardiac RTF act = -2.4; RTF Ca sens inh = -7.1; CAL PDZ FP-2 = -0.9
`O=C(Cc1c(F)c(F)c(F)c(F)c1F)Nc1nc(-c2ccccc2)cs1` as listed: DAGLB inh = -7.4; C-LANA FP = 0.7; PKA-R2B act = -12.2; CAL PDZ FP-1 = -1.0; Keap1-Nrf2 PPI = 0.4; SR-BI uptake up = -19.4; Rtt109 HAT inh = 1.0; cardiac RTF act = -4.8; RTF Ca sens inh = 2.2; CAL PDZ FP-2 = -4.0
`CCC(C(=O)NN1C(=O)c2ccccc2C1=O)c1ccccc1` (stereo unspecified) as listed: DAGLB inh = -1.7; C-LANA FP = 2.9; PKA-R2B act = 5.1; CAL PDZ FP-1 = 45.4*; Keap1-Nrf2 PPI = 1.4; SR-BI uptake up = -10.7; Rtt109 HAT inh = 4.7; cardiac RTF act = -2.9; RTF Ca sens inh = -2.2; CAL PDZ FP-2 = -5.9

Bioassay records from PubChem BioAssay.

Random draw from the library. Share with any hit: about 1.6%.
